# CBFb-RUNX1 inh = blocks binding between human CBF-beta and RUNX1. AlphaScreen CBFb-His/RUNX1-biotin binding, biochemical. Potency, µM (titrated, usually from 59.8 µM), for the others: at the top dose activity, negative = inhibition, most hits filed as inhibitors. 230,000 tested, under 10 active; also: % of control where 0% means no effect
# Target sequence (Q01196 whole entry, looked up): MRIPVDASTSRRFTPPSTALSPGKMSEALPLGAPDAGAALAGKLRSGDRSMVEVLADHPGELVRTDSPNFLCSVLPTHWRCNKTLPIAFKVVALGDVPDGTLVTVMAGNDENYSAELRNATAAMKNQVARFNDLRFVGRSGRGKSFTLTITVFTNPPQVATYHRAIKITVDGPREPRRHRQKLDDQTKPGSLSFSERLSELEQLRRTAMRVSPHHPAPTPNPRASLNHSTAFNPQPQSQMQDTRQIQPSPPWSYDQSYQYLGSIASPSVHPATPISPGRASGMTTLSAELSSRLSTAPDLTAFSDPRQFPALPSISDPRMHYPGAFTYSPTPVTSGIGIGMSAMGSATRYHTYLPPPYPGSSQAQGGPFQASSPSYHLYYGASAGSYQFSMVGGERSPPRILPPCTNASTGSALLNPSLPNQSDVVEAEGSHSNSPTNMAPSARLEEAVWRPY
# Target sequence (Q13951 whole entry, looked up): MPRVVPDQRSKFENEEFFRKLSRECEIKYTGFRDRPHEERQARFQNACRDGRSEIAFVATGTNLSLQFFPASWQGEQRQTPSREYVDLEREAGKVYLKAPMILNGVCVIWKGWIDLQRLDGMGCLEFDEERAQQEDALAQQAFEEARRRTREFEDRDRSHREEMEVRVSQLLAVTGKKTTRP
#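 CBF-beta (His) and RUNX1 (biotin), 30 nM each; 20 min preassociation; + compound, 15 min; + beads 50 ng each (Ni, streptavidin), 90 min; RT; AlphaScreen read.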
# HttQ103 aggreg = inhibitors of mutant huntingtin aggregate formation in PC12 cells. 220,000 compounds, 1.1% hits. Potency, µM (series often up to 46.1 µM), for inactives: at the top dose activity change, negative = inhibition, actives largely listed as inhibitors. PC12 HttQ103-GFP aggregates, Acumen cytometry, 40 h. AID 1688; also: potency is read from the fitted curve at half-maximal effect; % is scaled to controls: 0 for no effect and ±100 for the full control effect; nearly all actives have a fitted effect of over 60% in size
#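 Aggregates are detected as GFP objects 1–25 µm with signal 6 STDEV over background in lysates of induced PC12 cells. These carry Huntingtin exon 1 with 103 glutamines fused to GFP under an ecdysone promoter; compounds titrated.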
# HTT cytoprotect = protects HTT-Q103 PC12 cells, measured by ATP. 230,000 compounds, 0.14% hits. Potency, µM (series often up to 56.4 µM), inactives show cytoprotection (ATP increase), actives largely listed as activators. PC12 HTT-Q103 induced, cytoprotection, ATP luminescence, 40 h;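 also: potency is read from the fitted curve at half-maximal effect; % of control where 0% means no effect; nearly all actives have a fitted effect of over 45% in size; toxic huntingtin expression switched on by the ecdysone agonist tebufenozide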
#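 Compounds added alongside 100 nM tebufenozide, which induces toxic Q103 huntingtin exon 1-GFP in stable PC12 cells; surviving cells quantified by luminescent ATP measurement. Medium: phenol red-free DMEM, 5% equine and 5% calf serum.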
# IMPase Li cell = membrane-permeable IMPase blocker, potentiated with lithium; CHO-M1 cells, IP1 TR-FRET (IP-One), carbachol + lithium; Potency, µM (top dose mostly 59.4 µM), without a hit: at the highest dose activity, negative = IMPase inhibition, usual class: inhibitors; 210,000 compounds, 0.35% hits;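 also: IP1 builds up when IMPase is blocked and the TR-FRET signal falls; potency is read from the fitted curve at half-maximal effect; plate controls were basal vehicle for no effect and high inhibitor control for full effect; nearly all actives have a fitted effect of over 50% in size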
#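 Concentration–response in CHO-M1 cells, lithium-potentiated; 30 min at 37C. IP1 detected by competitive TR-FRET after 10 min lysis at RT. Hill-fitted AC50.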
# Luc counter = blocks Kinase-Glo luciferase, a counter-screen artifact; Q27757; Kinase-Glo luciferase, ATP luminescence, 8 min; Potency, µM (titrated, usually from 38.3 µM), without a hit: top-dose activity change, negative = inhibition, most hits filed as inhibitors; 200,000 compounds, 0.28% hits; AID 1379; also: potency is read from the fitted curve at half-maximal effect; % is scaled to controls: 0 for no effect and ±100 for the full control effect; nearly all actives have a fitted effect of over 60% in size
#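 Compounds were added to a substrate mix at pH 7.2 (50 mM imidazole, 10 uM ATP, within the enzyme's linear range), followed by Kinase-Glo detection reagent; luminescence was measured after 8 minutes at ambient temperature.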
# SMN2 splice up = increases expression of the SMN2 splice variant | AID 1458 | 210,000 compounds, 2.8% hits | Potency, µM (top dose mostly 46.1 µM), inactives show at the top dose activity change, positive = activation, usual class: activators | HEK293 SMN2-luciferase splicing reporter, luminescence, 30-36 h; also: potency is read from the fitted curve at half-maximal effect; % of control where 0% means no effect; nearly all actives have a fitted effect of over 55% in size
#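 qHTS luciferase splicing reporter: luminescence rises when SMN2 exon 7 is included in transfected HEK293 cells. Compound exposure lasted 30-36 h at 37C, with 4.5 mM final sodium butyrate as control, followed by a ONE-Glo read.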
# Lamin A splicing = modulators of lamin A splicing. HeLa LMNA splicing GFP/RFP minigene ratio, 48 h. Potency, µM (top dose mostly 46.1 µM), inactives show at the highest dose ratio change, negative = inhibition, hits mostly inhibitors. 200,000 compounds, 0.01% hits; active = well fitted inhibition curve with a large enough effect in the signal ratio, with a control signal flat, not every such curve was filed as active; inconclusive = small, poorly fitted or top-dose-only effect, or effect the other way, or a change in a side signal; the % refers to the signal ratio; also: potency is read from the fitted curve at half-maximal effect; % is scaled to controls: 0 for no effect and ±100 for the full control effect
#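 S3 HeLa cells stably expressing lamin A-EGFP splicing minigene plus DsRed2, 600 cells/well, 48 h compound exposure at 37C. Laser-scanning cytometry; analysed as GFP (500-530 nm)/RFP (575-640 nm) total intensity ratio; 0.5% DMSO vehicle.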
# * marks the source's active call; other numbers are inactive results; ? = inconclusive; / = no result given; [ ] = remark or other dose. Unless noted, calls follow the shape of the dose curve; as a rule, active = well fitted curve in the direction sought with a large enough effect; inconclusive = small, poorly fitted or top-dose-only effect, or another doubt; inactive = no such curve, though single readings can be large; an effect the other way counts as inactive or inconclusive.
1. O=C(CN1C(=O)COc2ccc(S(=O)(=O)N3CCCC3)cc21)NCc1ccccn1
2. COc1ccc(NS(=O)(=O)c2cc(C(=O)O)ccc2C)cc1
3. ClCC1CSC(=NC23CC4CC(CC(C4)C2)C3)O1 (configuration not stated)
4. Clc1ccccc1COc1ccccc1-c1nnco1
5. COc1ccc(-c2cccc([C@H]3[C@@H]4C=CC[C@@H](C)[C@@H]4C(=O)N3Cc3ccccc3)c2)cc1
6. Fc1ccc(Nc2nc(-c3ccoc3)nc3ccccc23)cc1
7. COc1cccc(Nc2nc(-c3cccs3)nc3ccccc23)c1
8. C/C(=N\O)C1(C)N(O)C(C)(C)C(c2ccc(F)cc2)=[N+]1[O-] (configuration not stated)
9. Cc1cc(NC(=O)CSc2ccc3nnc(-c4cccc(F)c4)n3n2)no1
10. CCc1c(C)c2nncn2[nH]c1=O

compound no. | 1 | 2 | 3 | 4 | 5 | 6 | 7 | 8 | 9 | 10
CBFb-RUNX1 inh | 6% | -3% | -2% | 3% | 4% | / | 30% | -11% | 7% | 2%
HttQ103 aggreg | -13%[9.22 µM] | 9% | 5%[9.22 µM] | -17% | / | / | ? | 5%[9.22 µM] | 3%[9.22 µM] | 4%
HTT cytoprotect | 14%[10 µM] | -4% | -2%[10 µM] | -12%[10 µM] | / | -40%[inhibitor] | 8%[10 µM] | -12% | -21% | -4%[0.074 µM]
IMPase Li cell | / | -5%[38.3 µM] | 12% | -1%[38.3 µM] | 8% | 13% | 7% | -1%[38.3 µM] | -3%[38.3 µM] | 22%[38.3 µM]
Luc counter | / | 3% | -7% | -3% | 3%[39.9 µM] | / | -2% | 3% | -4% | -3%
SMN2 splice up | / | -1% | / | -8% | / | / | -3% | 11% | -11% | 26%
Lamin A splicing | / | 8% | / | ? | / | ? | ? | 1% | 7% | 0%

# Brought forward from above: 3 entries; new compounds follow.
8. C/C(=N\O)C1(C)N(O)C(C)(C)C(c2ccc(F)cc2)=[N+]1[O-] (configuration not stated)
9. Cc1cc(NC(=O)CSc2ccc3nnc(-c4cccc(F)c4)n3n2)no1
10. CCc1c(C)c2nncn2[nH]c1=O
11. Cc1ccc(S(=O)(=O)N2CCCCC2C(=O)O)cc1 (configuration not stated)
12. Nc1nnc(SCc2ccc(F)cc2)s1
13. CN=c1sc(C(=O)Nc2ccccc2)c(C)n1C
14. CCC(C)NCC(=O)Nc1ccc([N+](=O)[O-])cc1C(=O)Nc1ccccc1F (configuration not stated)
15. COCCNC(=S)NC(=O)CC12CC3CC(CC(C3)C1)C2
16. COc1ccc2c(c1OC)C(=O)N(C(C)C(=O)O)C2=O (configuration not stated)
17. CC1(C)CC(=O)C(C=Nc2ccccc2Sc2ccccc2)=C(O)C1
18. CC(C)(C)NS(=O)(=O)c1ccc(CCC(=O)N2CCCC2)cc1
19. C(=N\N1CCOCC1)/c1cccs1
20. CCOc1ccc(NC(=O)CC2C(=O)N(c3ccc(OC)cc3)C(=O)N2Cc2ccc(OC)cc2)cc1 (configuration not stated)

compound no. | 8 | 9 | 10 | 11 | 12 | 13 | 14 | 15 | 16 | 17 | 18 | 19 | 20
CBFb-RUNX1 inh | -11% | 7% | 2% | 1% | 2% | 1% | 3% | -3% | 1% | 5% | 0% | -7% | 0%
HttQ103 aggreg | 5%[9.22 µM] | 3%[9.22 µM] | 4% | 16%[9.22 µM] | 12% | -1% | -1% | 1% | 1% | 18% | / | -12% | 26%
HTT cytoprotect | -12% | -21% | -4%[0.074 µM] | -5%[10 µM] | -8%[0.074 µM] | -15% | -26% | -8%[10 µM] | -4% | -19% | / | / | -6%
IMPase Li cell | -1%[38.3 µM] | -3%[38.3 µM] | 22%[38.3 µM] | -6% | -16%[38.3 µM] | -8% | 4% | 6% | -5%[38.3 µM] | 62%[activator][38.3 µM] | 0% | -4% | 0%
Luc counter | 3% | -4% | -3% | -8% | -1% | 0% | -2% | 0% | -5% | 19% | 0% | 0% | 0%
SMN2 splice up | 11% | -11% | 26% | / | 2% | -3% | 16% | -36%[inhibitor] | 4% | -15% | 0% | 6% | 7%
Lamin A splicing | 1% | 7% | 0% | -16%[46 µM] | 14% | 19%[46 µM] | / | -8% | 2% | 6% | ? | 0% | /

21. CCc1ccc(S(=O)(=O)c2nnn3c2nc(NCCNC(C)=O)c2ccccc23)cc1
22. Cc1cc(C)n2nc(C(=O)OCCOc3ccc(Br)cc3)nc2n1
23. N#CC1=C(N)OC2=C(CC/C2=C\c2ccccc2)C1c1ccccc1 (configuration not stated)
24. CCOC(=O)c1cccc(NC(=O)/C=C/c2cccc([N+](=O)[O-])c2)c1
25. COc1ccc2nc(NC(=O)CSc3nnc(C)n3N)sc2c1
26. O=C1c2ccccc2C(=O)N1CCCCCc1nc(-c2ccccc2)no1
27. COc1ccccc1CN1CC[C@@]2(CCCN(C(=O)c3ccncc3)C2)C1
28. CC(=O)OCC1=C(C(=O)O)N2C(=O)C(NC(=O)c3ccc(COc4ccc(Cl)cc4)o3)C2SC1 (configuration not stated)
29. COC(=O)CNC(c1ccccc1)c1cc(C)ccc1NC(=O)CNC(=O)OCc1ccccc1 (configuration not stated)
30. CO[C@H]1C[C@@H](O[C@@H]2[C@H](C)[C@H](O[C@@H]3O[C@@H](C)C[C@@H](N(C)C)[C@@H]3O)[C@H](C)C[C@]3(CO3)C(=O)[C@H](C)[C@H](O)[C@H](C)[C@H](C)OC(=O)[C@@H]2C)O[C@@H](C)[C@H]1O

compound no. | 21 | 22 | 23 | 24 | 25 | 26 | 27 | 28 | 29 | 30
CBFb-RUNX1 inh | 2% | 2% | 7% | 1% | 12% | ? | / | -5% | 2% | 14%[21.7 µM]
HttQ103 aggreg | 8% | ? | ? | / | 3%[9.22 µM] | ? | / | -3% | 10% | 20%[20.6 µM]
HTT cytoprotect | -38% | -18%[10 µM] | -11% | ? | -34%[10 µM] | 11% | 14% | -12% | -3% | -15%[40.3 µM]
IMPase Li cell | -10% | 3%[38.3 µM] | -5%[38.3 µM] | -4%[38.3 µM] | / | 33%[activator][38.3 µM] | 7% | -4% | 15%[38.3 µM] | -2%
Luc counter | 1% | 8% | -2% | -2% | / | 0% | -1% | 1% | -4% | -2%[17.1 µM]
SMN2 splice up | -5% | -2% | -69%[inhibitor] | -22% | / | -28% | -9% | -16% | -3% | -4%[20.6 µM]
Lamin A splicing | / | 6% | ? | -2% | / | ? | / | 17%[46 µM] | -10% | ?

# From compound 21 up to 22, as listed above:
21. CCc1ccc(S(=O)(=O)c2nnn3c2nc(NCCNC(C)=O)c2ccccc23)cc1
22. Cc1cc(C)n2nc(C(=O)OCCOc3ccc(Br)cc3)nc2n1

compound no. | 21 | 22
CBFb-RUNX1 inh | 2% | 2%
HttQ103 aggreg | 8% | ?
HTT cytoprotect | -38% | -18%[10 µM]
IMPase Li cell | -10% | 3%[38.3 µM]
Luc counter | 1% | 8%
SMN2 splice up | -5% | -2%
Lamin A splicing | / | 6%

# (listing goes on)
31. O=C(NC1CC2CCCC(C1)N2C(=O)NC1CCCCC1)c1ccccc1 (configuration not stated)
32. CC(=O)N(C)C1=C(O)c2ccccc2C(=O)C1=O
33. CC(c1ccccc1)N1CCN(C(=O)CCl)CC1 (configuration not stated)
34. Cc1ccc2c(c1)c1nc3ccccc3nc1n2CCN1CCOCC1
35. COCCn1c(=NC(=O)/C=C/c2ccccc2)sc2cc(NC(C)=O)ccc21
36. Cc1cccc(-c2noc(-c3ccccc3C(=O)NCC3CCCO3)n2)c1 (configuration not stated)
37. Cc1cc(-c2ccccc2)c2nncn2n1
38. CCOc1nc2c(c(-c3cccs3)c1C#N)Cc1ccccc1-2
39. CCCNC(=O)Cn1cnc2sc(C(=O)NCCN(CC)CC)c(C)c2c1=O
40. COc1ccc2c(c1)C(=O)CC(O)(C(F)F)O2 (configuration not stated)

compound no. | 31 | 32 | 33 | 34 | 35 | 36 | 37 | 38 | 39 | 40
CBFb-RUNX1 inh | 3% | 4% | 2% | 15% | 0% | 4% | -1% | 6% | 0% | 4%
HttQ103 aggreg | -4% | -15% | -22% | 4% | -6% | -57% | -17% | 5%[9.22 µM] | -7% | 23%[9.22 µM]
HTT cytoprotect | -12%[10 µM] | ? | -22% | -3%[10 µM] | 16%[10 µM] | -66%[inhibitor][0.074 µM] | -12%[10 µM] | -8%[10 µM] | 28% | 23%[10 µM]
IMPase Li cell | 28%[38.3 µM] | -4%[38.3 µM] | 8% | 30%[38.3 µM] | -2% | 14%[38.3 µM] | -3% | / | 2%[38.3 µM] | /
Luc counter | -4% | -8% | 4% | -1% | 5% | -5% | 0% | / | -2% | /
SMN2 splice up | 19% | 0% | -30% | -12% | 15% | 11% | 12% | / | 7% | /
Lamin A splicing | 0% | 7% | / | ? | ? | -2% | 4% | / | 5% | /

41. Cc1nnc(C)n1/N=C/c1cccn1C
42. C=C(C)CCOC(=O)C(CC(=O)O)NCc1ccco1 (configuration not stated)
43. COc1ccccc1C(=O)n1nc(C)cc1C
44. O=C(c1ccc(Cl)c(Cl)c1)c1cnc(Nc2ccccc2)s1
45. CN(C(=O)c1cc2n(n1)C(C(F)(F)F)CC(c1ccco1)N2)c1ccccc1 (configuration not stated)

compound no. | 41 | 42 | 43 | 44 | 45
CBFb-RUNX1 inh | 6% | -30% | 2% | 7% | -1%
HttQ103 aggreg | -4% | -6%[9.22 µM] | 6% | 10% | -14%
HTT cytoprotect | 4% | 1%[10 µM] | -7% | -5% | -6%
IMPase Li cell | -3%[38.3 µM] | / | 1%[38.3 µM] | 8%[38.3 µM] | 25%[38.3 µM]
Luc counter | -1% | / | 1% | -4% | -1%
SMN2 splice up | 51% | / | 4% | -4% | 14%
Lamin A splicing | -2% | / | 2% | 9% | -6%
